# HepG2 tox – counter-screen for TGF-b inhibitors: cytotoxicity in HepG2 cells; HepG2 CAGA-GFP viability, ATP luminescence, 18 h; Potency, µM (top dose mostly 46.1 µM), for inactives: top-dose activity change, negative = cytotoxicity, actives largely listed as cytotoxic; actives 0.76% (n = 410,000); further: potency means the concentration at half of the fitted maximal effect; some results filed as inactive show a strong effect at the top dose
#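 HepG2 CAGA-GFP cells (1000/well, DMEM with 1% FBS) received compound, then TGF-beta at 500 pg/mL final, and were incubated 18 hours at 37 degrees C. Viability was read by CellTiter-Glo luminescence. Media-only wells were set as complete cell-killing and DMSO as no toxicity.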
# Nrf2 block – inhibitors of Nrf2 signaling; A549 ARE-Fluc reporter, luciferase luminescence, 18-24 h; AID 504444; actives 2.1% (n = 360,000); Potency, µM (titrated, usually from 46 µM), inactives show at the top dose activity change, negative = inhibition, actives largely listed as inhibitors; further: potency means the concentration at half of the fitted maximal effect; on the % scale 0 is the no-effect control and ±100 the full control effect; nearly all actives have a fitted effect of over 60% in size
#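 Nrf2 function is reported as luminescence of an ARE-controlled luciferase in A549 cells. Compounds were tested at several concentrations, and a CellTiter-Fluor read on the same wells flagged cytotoxicity.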
# IL2 activator – activates IL-2 in a cell-based reporter assay. IL-2 activation reporter assay, cell-based qHTS; stimulated with anti-CD3/CD4/CD28 beads; in transgenic mouse T cells. activation, % (series mostly up to about 46 µM). actives 0.065% (n = 360,000). AID 652025; in the data active means activation above about 50%; inconclusive means mostly about 30% to 49%; further: 0% is about no effect
#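 Unstimulated transgenic mouse T cells, 750 per well, received compound and, after 60 minutes, anti-CD3/anti-CD4 bead plus anti-CD28 stimulation. EGFP and DsRed were quantified after 18 hours.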
# Nrf2 activator – Nrf2 pathway activation; actives 0.31% (n = 410,000); Potency, µM (highest dose often 46.1 µM), for the others: at the top dose activation, hits mostly activators; AREc32 ARE-luciferase reporter (MCF7-derived line), luminescence, 24 h; further: potency means the concentration at half of the fitted maximal effect; % of control where 0% means no effect; nearly all actives have a fitted effect of over 65% in size
#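 Quantitative high-throughput format: AREc32 reporter cells, 1000 per well, received compound by pin transfer and were incubated 24 hr at 37 deg C, 5% CO2, before Steady-Glo luminescence detection.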
# ATXN2 expr inh – inhibitors of ATXN2 expression; HEK-293 ATXN2-luciferase reporter, luminescence, 24 h; Potency, µM (series often up to 57 µM), inactives show at the top dose activity change, negative = inhibition, hits mostly inhibitors; actives 0.72% (n = 360,000); further: potency means the concentration at half of the fitted maximal effect; on the % scale 0 is the no-effect control and ±100 the full control effect; nearly all actives have a fitted effect of over 55% in size
#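 qHTS (up to 57 uM final) was run with 24 h compound exposure of reporter cells at 37 °C. Each well was multiplexed: SteadyGlo luminescence measured ATXN2-luciferase expression after a fluorogenic Gly-Phe-AFC viability readout (25 uM final).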
# ATXN viability – reduces viability in counter-screen for ATXN expression inhibitors. S2 cells (HEK-293 line with an ATXN2-luciferase reporter) viability, CellTiter-Fluor protease fluorescence, 24 h. Potency, µM (doses to about 56.7 µM), hits mostly cytotoxic. actives 0.49% (n = 400,000). AID 651635; further: potency means the concentration at half of the fitted maximal effect; nearly all actives have a fitted effect of over 40% in size
# TGFb inhibitor – blocks TGF-b signaling. Potency, µM (highest dose often 46.1 µM), without a hit: top-dose activity, negative = inhibition, usual class: inhibitors. actives 1.2% (n = 410,000). HepG2 CAGA-GFP TGF-b/SMAD3 reporter, GFP fluorescence, 18 h; TGF-beta stimulated, 500 pg/mL final; further: potency means the concentration at half of the fitted maximal effect; on the % scale 0 is the no-effect control and ±100 the full control effect; nearly all actives have a fitted effect of over 65% in size
#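 HEPG2 CAGA-GFP cells (1000/well, DMEM with 1% FBS) were pre-incubated 2 h at 37 degrees C, given compound by pin tool, then stimulated with TGF-beta at 500 pg/mL final for 18 h before per-cell GFP fluorescence imaging.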
# A549 tox – A549 cytotoxicity, counter-screen for Nrf2 inhibitors | actives 0.16% (n = 390,000) | Potency, µM (doses to about 46 µM), without a hit: at the top dose activity change, negative = cytotoxicity, actives largely listed as inhibitors | A549 ARE-Fluc cells, CellTiter-Fluor viability, 18-24 h; further: potency means the concentration at half of the fitted maximal effect; on the % scale 0 is the no-effect control and ±100 the full control effect
#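 Cytotoxicity counterscreen: CellTiter-Fluor fluorescence was measured in A549 ARE_Fluc cells after 18-24 h of compound exposure in a concentration series. The subsequent BugLite luminescent read reports ARE-luciferase activity.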
# EPAC2 ag – agonists of human EPAC2 (RAPGEF4); Q8WZA2; EPAC2 activation, biochemical qHTS; response scale: 100% = 6.5 mM cAMP response; Potency, µM (doses to about 154 µM), for the others: at the top dose activation, most hits filed as activators; actives 0.079% (n = 360,000); further: potency means the concentration at half of the fitted maximal effect; nearly all actives have a fitted effect of over 50% in size
# Target sequence (Q8WZA2 whole entry, looked up): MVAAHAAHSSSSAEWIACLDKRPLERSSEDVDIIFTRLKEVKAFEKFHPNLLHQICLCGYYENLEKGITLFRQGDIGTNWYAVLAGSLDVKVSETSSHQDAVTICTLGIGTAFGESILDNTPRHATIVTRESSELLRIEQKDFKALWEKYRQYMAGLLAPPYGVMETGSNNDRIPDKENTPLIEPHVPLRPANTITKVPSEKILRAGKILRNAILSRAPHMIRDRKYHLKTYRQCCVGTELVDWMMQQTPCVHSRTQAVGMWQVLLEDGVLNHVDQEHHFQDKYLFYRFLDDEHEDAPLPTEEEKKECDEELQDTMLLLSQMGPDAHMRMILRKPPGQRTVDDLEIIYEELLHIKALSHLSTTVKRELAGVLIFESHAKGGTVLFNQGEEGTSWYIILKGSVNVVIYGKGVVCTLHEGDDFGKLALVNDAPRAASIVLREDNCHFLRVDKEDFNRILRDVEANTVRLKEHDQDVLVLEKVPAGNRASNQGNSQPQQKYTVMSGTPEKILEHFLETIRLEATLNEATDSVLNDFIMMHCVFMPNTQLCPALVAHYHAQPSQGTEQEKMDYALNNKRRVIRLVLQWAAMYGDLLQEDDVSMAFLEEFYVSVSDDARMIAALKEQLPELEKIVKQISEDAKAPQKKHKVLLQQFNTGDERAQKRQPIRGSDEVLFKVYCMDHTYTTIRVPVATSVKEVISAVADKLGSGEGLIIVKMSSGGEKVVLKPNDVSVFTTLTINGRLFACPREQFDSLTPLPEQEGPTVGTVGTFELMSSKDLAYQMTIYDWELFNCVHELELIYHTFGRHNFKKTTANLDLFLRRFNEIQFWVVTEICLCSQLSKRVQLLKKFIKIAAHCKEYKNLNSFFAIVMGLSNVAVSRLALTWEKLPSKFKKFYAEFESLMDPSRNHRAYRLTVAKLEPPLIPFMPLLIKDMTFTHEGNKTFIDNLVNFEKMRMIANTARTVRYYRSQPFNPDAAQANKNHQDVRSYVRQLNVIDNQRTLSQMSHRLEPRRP
#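 Exchange assay: 100 nM EPAC2 with 250 nM Rap1B-BODIPY-GDP and 50 uM GDP. Fluorescence (ex 480/em 540 nm) read every 5 min for 30 min at room temperature. Data normalized to 6.5 mM cAMP as agonist control.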
# Active calls of the source: *; i = inactive; ? = inconclusive; . = not tested or not shown; & = joins results of further samples; [ ] = another dose, or the depositor's remark. Unless noted, the call rests on the fitted dose curve; in most records, active means well fitted curve in the direction sought with a large enough effect; inconclusive means small, poorly fitted or top-dose-only effect, or another doubt; inactive means no such curve, though single readings can be large; an effect the other way counts as inactive or inconclusive.
SMILES,HepG2 tox,Nrf2 block,IL2 activator,Nrf2 activator,ATXN2 expr inh,ATXN viability,TGFb inhibitor,A549 tox,EPAC2 ag
CC(=O)N1CCn2c3c(c4cc(C)ccc42)CCCC31 (stereo not drawn),-3%,7%,1.5,0.1%,.,i,-11%,-2%,-7%
Cc1ccc(C(C)C)cc1NC(=O)Nc1ccc([N+](=O)[O-])cc1,-82%,21µM*,-3.7,-0.7%,.,?,7.9µM*,?,1%
CCCCOC(=O)c1cccc(NC(=O)c2cc3ccccc3o2)c1,-51%,?,.,-2.2%,-32%,?,?,-1%,.
Oc1ccc(N2CCN(Cc3c(-c4ccccc4)nc4ccccn34)CC2)cc1,-9%,?,0.8,8.5%,?,?,-7%,-1%,1%
Cc1ccc2nc(N3CCN(c4cccc(C(F)(F)F)c4)CC3)c3nnnn3c2c1,-18%,?,.,0.1%,.,.,-1%,9%,.
COc1ccccc1NC(=O)CSC1=Nc2ccccc2N=C(c2ccc(F)cc2)C1,0%,.,.,-1.1%,8%,?,5%,5%,.
O=c1c(S(=O)(=O)c2cccc(Cl)c2)cn(Cc2ccccc2)c2cc(N3CCCCC3)c(F)cc12,4%,22%,.,-0.4%,.,.,1%,1%,.
CSc1ccc(NC(=O)NCc2cccnc2)cc1,-23%,-3%,-5.5,0.0%,33%,i,2%,0%,19%
CC(C)OCC(O)Cn1c(N2CCCC2)nc2c1c(=O)[nH]c(=O)n2C (stereo not drawn),2%,-6%,-1.3,-0.2%,1%,i,11%,-2%,2%
COC(=O)CCc1c(C)c(C(=O)c2cc(F)c(F)c(F)c2F)c2ccccn12,12%,-1%,-0.1,4.8%,-19%,i,6%,-1%,15%
Cc1nc(Oc2ccccc2C)c2oc3ccccc3c2n1,-21%,.,.,1.4%,-38%,?,1%,1%,.
Cc1ccc(CNC(=O)c2cnc3c(-c4ccccc4)c(C)nn3c2C)o1,0%,-13%,.,-0.2%,.,.,4%,0%,.

# An excerpt from above in order of the TGFb inhibitor value, high to low.
molecule | IL2 activator | Nrf2 activator | TGFb inhibitor
CC(C)OCC(O)Cn1c(N2CCCC2)nc2c1c(=O)[nH]c(=O)n2C (stereo not drawn) | -1.3 | -0.2% | 11%
Cc1ccc(CNC(=O)c2cnc3c(-c4ccccc4)c(C)nn3c2C)o1 | . | -0.2% | 4%
O=c1c(S(=O)(=O)c2cccc(Cl)c2)cn(Cc2ccccc2)c2cc(N3CCCCC3)c(F)cc12 | . | -0.4% | 1%

# Following part
SMILES,HepG2 tox,Nrf2 block,IL2 activator,Nrf2 activator,ATXN2 expr inh,ATXN viability,TGFb inhibitor,A549 tox,EPAC2 ag
CC(=O)CC1(O)C(=O)N(Cc2ccccc2)c2ccccc21 (stereo not drawn),-10%,-1%,-0.6,-0.1%,-2%,?,-3%,1%,1%
O=C1CCC/C1=C/Nc1cccc(F)c1,10%,12%,2.3,0.7%,-1%,i,-2%,-1%,2%
O=C(CCCN1C(=O)/C(=C/c2ccc3c(c2)OCO3)SC1=S)Nc1cccc(C(=O)O)c1,-14%,10µM*,-0.3,0.1%,?,i,3%,6%,6%
O=C(Nc1ccccn1)c1ccc(CN(c2ccccc2)S(=O)(=O)c2ccccc2)cc1,-3%,-19%,-0.5,4.3%,-24%,i,-5%,-1%,12%
CCOCCCn1c(SC(C(=O)Nc2cc(C)ccc2C)c2ccccc2)nnc1-c1ccc(Cl)cc1 (stereo not drawn),7%,6%,1.9,0.0%,1%,i,-6%,-1%,20%
CCS(=O)(=O)N1CCN(c2nc(-c3ccccc3)cs2)CC1,-18%,.,-2.5,0.6%,19%,i,-23%,1%,7%
COc1ccc(C2c3c(n(C)c4ccccc34)C(=O)N2CC(=O)Nc2ccccc2Cl)cc1 (stereo not drawn),-16%,-3%,.,5.8%,.,.,0%,4%,.
O=C(CN(CCc1ccccc1)S(=O)(=O)c1ccc(Br)cc1)N/N=C/c1ccccc1C(=O)O,-5%,-9%,0.7,0.2%,-6%,i,7%,10%,5%
COc1ccc(CCNC(=O)Cc2cccc(C(F)(F)F)c2)cc1OC,-1%,-2%,-2.6,-0.3%,-3%,i,2%,2%,7%
O=C1/C(=C/c2ccc(F)cc2)SC(=S)N1CC(=O)N1CCCCC1c1cccnc1 (stereo not drawn),-4%,?,-0.8,-0.4%,.,?,?,9%,23%
c1ccc(Cc2nnc3sc(-c4ccccn4)nn23)cc1,-17%,.,0.3,-0.6%,16%,i,-21%,?,10%
CC(=O)C(Cc1cnc(Cl)s1)(Cc1cnc(Cl)s1)C(C)=O,0%,.,-0.5,0.0%,-21%,i,18%,10%,16%
CCOC(=O)C1=C(C(F)(F)F)Nc2ncnn2C1c1ccc(OC)c(OC)c1OC (stereo not drawn),14%,9%,-0.3,-0.3%,1%,i,-1%,0%,0%
COc1cccc(C2C(C(=O)c3ccc(C)o3)=C(O)C(=O)N2CCN2CCOCC2)c1OC (stereo not drawn),-3%,13%,1.7,0.2%,1%,i,-1%,-13%,8%
CC1=NN(c2ccc(C)cc2C)C(=O)C1C(c1ccccc1O)C1C(=O)N(c2ccc(C)cc2C)N=C1C (stereo not drawn),0%,14%,3.0,21%,-5%,i,1%,1%,1%
COc1ccccc1NC(=O)CSc1ccc(-c2ccccn2)nn1,8%&3%,?,-0.3,2.8%&0.2%,?,?,-18%&-27%,-2%&-8%,5%
CC(=O)c1ccc(OCC(=O)Nc2ccc3c(c2)OCO3)cc1,1%,.,-0.3,-1.4%,.,i,-3%,.,5%
Cc1ccc(S(=O)(=O)NCCC(=O)NCC(c2ccco2)N2CCCCC2)cc1C (stereo not drawn),-4%,-6%,0.9,-0.5%,-22%,i,-16%,-1%,4%
COc1ccc(C(C(=O)NC2CCCC2)N(C(=O)c2snc(-c3ccc(F)cc3)c2N)c2ccc(OC)cc2)cc1 (stereo not drawn),6%,-1%,-3.4,0.0%,8%,?,13%,3%,-7%
Cc1ccc(NC(=O)CSc2nc(-c3cccs3)nc3cc(=O)[nH]n23)cc1,-1%,?,.,5.0%,3%,i,-3%,-6%,.
CCCc1cc(C(=O)NC2CCCCC2)no1,-5%,?,-0.7,0.2%,48%[activator],i,3%,0%,17%
c1ccc(CN2CCN(c3ncccn3)CC2)cc1,4%,0%,0.2,0.4%,-2%,i,0%,5%,10%
COCCCn1c(SCC(=O)NCc2ccccc2)nc2ccccc2c1=O,4%,-19%,-2.2,-0.1%,5%,i,-21%,-2%,4%
CC(OC(=O)c1ccc(NC(N)=O)cc1)C(=O)Nc1ccc2c(c1)OCCO2 (stereo not drawn),9%,-2%,-0.6,0.4%,3%,i,0%,0%,6%

# Results in ATXN viability, HepG2 tox and Nrf2 block, for some of the entries so far:
Structure | ATXN viability | HepG2 tox | Nrf2 block
O=C1CCC/C1=C/Nc1cccc(F)c1 | i | 10% | 12%
COc1ccccc1NC(=O)CSc1ccc(-c2ccccn2)nn1 | ? | 8%&3% | ?
Cc1ccc2nc(N3CCN(c4cccc(C(F)(F)F)c4)CC3)c3nnnn3c2c1 | . | -18% | ?

# (more compounds)
SMILES,HepG2 tox,Nrf2 block,IL2 activator,Nrf2 activator,ATXN2 expr inh,ATXN viability,TGFb inhibitor,A549 tox,EPAC2 ag
Nn1c(COc2ccccc2F)nnc1SCC(=O)NC1CCCCC1,-2%,2%,-1.5,0.1%,-1%,?,?,-3%,-1%
CC1CCN(C(=O)CSc2nncn2C)CC1,-2%,4%,-0.3,0.1%,-3%,i,6%,-6%,5%
Cc1ccc(Cl)cc1N1CCN(C(=O)COc2ccc(S(=O)(=O)NC(C)C)cc2)CC1,-27%,21µM*,-3.2,-0.5%,?,?,?,-10%,15%
CCN1C(=O)c2ccc(C(=O)NCc3ccccc3)cc2C1=O,-5%,?,2.9,0.3%,3%,i,-3%,5%,-8%
Cc1c(Cl)cccc1NC(=S)N(Cc1cccnc1)Cc1ccccc1Cl,-1%,-7%,-3.3,-0.4%,-13%,i,5%,-8%,4%
COc1c(F)c(F)c(C(=O)O)c(Nc2cc(C)cc(C)c2)c1F,4%,0%,9.7,-0.4%,42%[activator],i,?,-1%,5%
CCCc1c(C(=O)N/N=C(\C)c2ccc(CC(C)C)cc2)nnn1-c1nonc1N,-1%,.,-1.4,2.1%,.,i,-5%,.,-3%
CSCCC(NC(=O)c1ccco1)C(=O)OCc1cc([N+](=O)[O-])cc2c1OCOC2 (stereo not drawn),-15%,6%,-0.9,0.6%,256%[activator],i,-8%,-2%,11%
CCOc1ccc(NC(=O)CN(C)C(=O)/C=C/c2ccc(S(=O)(=O)N3CCCCCC3)cc2)cc1OCC,-3%,?,-1.7,0.4%,-18%,i,-11%,7%,-8%
COc1cc(NS(=O)(=O)c2cc(C(=O)NCCc3ccccn3)ccc2OC)cc(OC)c1,4%,-2%,-0.3,-0.2%,26%,i,13%,15%,5%
Cc1cc(C(=O)NN=C2CCCCCCC2)c2ccccc2n1,5%,13%,-1.7,0.1%,7%,i,8%,-12%,-1%
COC(=O)Nc1nc(C)c(C(=O)c2ccccc2)s1,-4%,16%,-0.5,1.6%,-5%,i,0%,?,0%[15.6 µM]
